Screening results from PubChem.
hIAP block: blocks human intestinal alkaline phosphatase; actives 0.12% (n = 330,000); inhibition, % at 10 µM; P09923; AID 2544; purified IAP, CDP-Star luminescence, 30 min;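 active = inhibition reaching a set limit with compound at 10 µM in the primary screen, cut at about 35% in these data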;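 note: plate controls were DMSO wells with enzyme for no effect and no-enzyme buffer wells for full effect; values of inactives mirror those of a sister screen read the other way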
Target sequence (P09923 whole entry, looked up): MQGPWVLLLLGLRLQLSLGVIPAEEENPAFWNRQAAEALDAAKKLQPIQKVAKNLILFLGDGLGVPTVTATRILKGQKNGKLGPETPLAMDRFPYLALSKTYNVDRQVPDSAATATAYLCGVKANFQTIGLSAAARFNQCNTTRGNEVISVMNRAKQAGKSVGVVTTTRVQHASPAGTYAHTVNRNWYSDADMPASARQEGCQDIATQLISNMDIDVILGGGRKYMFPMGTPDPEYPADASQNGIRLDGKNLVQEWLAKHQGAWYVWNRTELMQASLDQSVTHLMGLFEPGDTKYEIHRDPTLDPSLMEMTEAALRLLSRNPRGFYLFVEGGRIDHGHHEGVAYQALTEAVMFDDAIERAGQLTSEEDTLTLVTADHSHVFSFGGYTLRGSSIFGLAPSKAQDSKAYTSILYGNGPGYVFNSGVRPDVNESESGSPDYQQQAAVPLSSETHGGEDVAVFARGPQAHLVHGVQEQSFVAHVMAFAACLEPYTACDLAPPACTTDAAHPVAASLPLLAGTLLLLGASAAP
mIAP act: increases mouse intestinal alkaline phosphatase activity; AID 2805; activation factor at 10 µM; muIAP, CDP-Star luminescence, 30 min; hits give high values; 1 = vehicle-only enzyme signal, 0 = enzyme-free wells; actives 0.24% (n = 330,000);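 active = activation factor of at least 2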; note: the source names both 10 and 20 µM as test concentration; values of inactives mirror those of a sister screen read the other way
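also added = chemiluminescent substrate CDP-Star | test system = mouse IAP enzyme | signal = chemiluminescence readout | compound = DMSO-dissolved test compounds | incubation = 30 min at room temperature | benchmarks = DMSO wells, no-enzyme wells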
GRIN3A LBD mod: modulates the human NR3A ligand-binding domain | AID 1259313 | actives 2.5% (n = 340,000) | Tm shift relative to glycine control, % at 25 µM | NR3A LBD differential scanning fluorimetry, Tm shift; 0% = protein alone, 100% = glycine-bound protein;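 active = melting temperature shift of at least 10% of the positive control shift, at one fixed dose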
beta cell repl: inducers of beta-cell replication in MIN6 cells | proliferation, % at 10 µM | MIN6 cells proliferation, ATPlite luminescence, 48 h; cells starved in 0.2% serum; 100% = growth in 10% serum | AID 2380 | actives 0.29% (n = 330,000);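 active = compounds whose signal lies at least 3.5 SD above the mean of all wells on their plate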;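 note: 0% = DMSO-treated cells in low-serum medium and 100% = 10% serum control; some compounds called inactive have numbers as strong as hits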
hIAP act: increases human intestinal alkaline phosphatase activity; activation factor at 10 µM; purified human IAP, CDP-Star luminescence, 30 min; hits give high values; 1 = vehicle-only enzyme, 0 = enzyme-free background; actives 0.16% (n = 330,000);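 active = activation factor of the enzyme at least 2-fold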; note: the source names both 10 and 20 µM as test concentration; values of inactives mirror those of a sister screen read the other way
mIAP inh: mouse IAP inhibition; actives 0.2% (n = 330,000); inhibition, % at 10 µM; purified mouse IAP, CDP-Star luminescence, 30 min;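 active = inhibition of at least 40% at 10 µM in the primary screen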;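 note: plate controls were DMSO with enzyme for no effect and no enzyme wells for full effect; values of inactives mirror those of a sister screen read the other way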
APOBEC3G inh: blocks human APOBEC3G single-stranded DNA deamination; Q9HC16; recombinant A3G, ssDNA deamination FAM/TAMRA fluorescence; inhibition, % at 20 µM; actives 0.28% (n = 330,000); AID 493012;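 active = inhibition of at least 40% at 20 µM, with no more than 30% in the related APOBEC3A deaminase screen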;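 note: plate controls were DMSO wells with A3G for no effect and wells lacking A3G enzyme for full effect; some compounds called inactive have numbers as strong as hits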
A3A deaminase: human APOBEC3A DNA deaminase inhibition; P31941; recombinant A3A, FAM/TAMRA ssDNA deamination fluorescence; inhibition, % at 20 µM; actives 0.41% (n = 330,000);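 active = at least 40% inhibition at 20 µM here, with at most 30% in a related deaminase screen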;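 note: plate controls were A3A with DMSO for no effect and wells lacking A3A enzyme for full effect; some results filed as inactive read as strong as hits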
Target sequence (P31941 whole entry, looked up): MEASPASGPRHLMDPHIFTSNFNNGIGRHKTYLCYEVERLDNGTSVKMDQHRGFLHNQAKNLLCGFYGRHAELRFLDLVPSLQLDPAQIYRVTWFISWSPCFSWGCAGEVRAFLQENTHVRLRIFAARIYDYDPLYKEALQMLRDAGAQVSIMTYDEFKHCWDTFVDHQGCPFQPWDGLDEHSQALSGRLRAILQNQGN
MPTP block: permeability transition pore inhibition; isolated mouse mitochondria, Ca2+ swelling absorbance, 30 min; inhibition, % at 10 µM; actives 1.4% (n = 360,000); AID 602449;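 active = inhibition of 50% or more, scaled per plate between neutral and stimulator controls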;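 note: 0% = DMSO wells given calcium and 100% = 1 mM EGTA wells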
An asterisk follows results filed as active.

What do the screens show for `Cc1c(C#N)c(NC(=O)CCl)n(Cc2ccc(F)cc2)c1C`?
hIAP block: -6; mIAP act: 1; GRIN3A LBD mod: 1; beta cell repl: -7; hIAP act: 1.1; mIAP inh: -1; APOBEC3G inh: -7; A3A deaminase: 3; MPTP block: 0.5

What do the screens show for `COc1cc2c(cc1NC(=O)c1cncc(Br)c1)oc1ccccc12`?
hIAP block: -6; mIAP act: 0.98; GRIN3A LBD mod: 24*; beta cell repl: -5; hIAP act: 1.1; mIAP inh: 2; APOBEC3G inh: -8; A3A deaminase: -3; MPTP block: 0.5

How did OCCNc1nc(Nc2ccccc2C(F)(F)F)nc(N2CCCC2)n1 do in these assays?
hIAP block: 11; mIAP act: 0.87; GRIN3A LBD mod: -5; beta cell repl: 3; hIAP act: 0.89; mIAP inh: 13; APOBEC3G inh: -2; A3A deaminase: -2; MPTP block: 0.1

What do the screens show for `Cc1ccc(-c2csc(C3=C(O)CN(NC(=O)c4ccco4)C3=N)n2)cc1`?
hIAP block: -27; mIAP act: 1; GRIN3A LBD mod: 1; beta cell repl: 1; hIAP act: 1.3; mIAP inh: -2; APOBEC3G inh: -4; A3A deaminase: 2; MPTP block: 2.9

How did CCC(Oc1ccc(F)cc1)C(=O)N1CCCCCCC1 (stereo unspecified) do in these assays?
hIAP block: -11; mIAP act: 1.1; GRIN3A LBD mod: 0; beta cell repl: 0; hIAP act: 1.1; mIAP inh: -5; APOBEC3G inh: -7; A3A deaminase: -9; MPTP block: 0.6

How did CN(C(=O)c1ccno1)c1nnc(-c2cccnc2)s1 do in these assays?
hIAP block: -10; mIAP act: 0.89; GRIN3A LBD mod: -1; beta cell repl: -1; hIAP act: 1.1; mIAP inh: 11; APOBEC3G inh: 1; A3A deaminase: 3; MPTP block: -0.4

Results for O=C(CSc1ncn[nH]1)N/N=C/c1ccc(F)cc1 ?
hIAP block: 24; mIAP act: 0.89; GRIN3A LBD mod: -6; beta cell repl: 1; hIAP act: 0.76; mIAP inh: 11; APOBEC3G inh: 0; A3A deaminase: 2; MPTP block: -0.7

Results for O=S(=O)(NCCCc1ccccc1)c1ccc(Cl)cc1 ?
hIAP block: 5; mIAP act: 0.98; GRIN3A LBD mod: -21; beta cell repl: 0; hIAP act: 0.95; mIAP inh: 2; APOBEC3G inh: 2; A3A deaminase: -1; MPTP block: 2.5

Results for COc1ccc(C2C([N+](=O)[O-])=C(C)N(C)C(=O)N2C)cc1OC (stereo unspecified) ?
hIAP block: -6; mIAP act: 0.99; GRIN3A LBD mod: 0; beta cell repl: 5; hIAP act: 1.1; mIAP inh: 1; APOBEC3G inh: -3; A3A deaminase: 0; MPTP block: -1.1

What do the screens show for `CCOC(=O)C1=C(C)N(c2ccccc2)C(=O)/C1=C\c1cccs1`?
hIAP block: -5; mIAP act: 0.88; GRIN3A LBD mod: -4; beta cell repl: 0; hIAP act: 1.1; mIAP inh: 12; APOBEC3G inh: -1; A3A deaminase: -1; MPTP block: 3.7

Results for CCN(CC(=O)Nc1c(F)cccc1F)C(=O)Cc1csc(-c2ccc(OC)c(OC)c2)n1 ?
hIAP block: 6; mIAP act: 1.1; GRIN3A LBD mod: -1; beta cell repl: 2; hIAP act: 0.94; mIAP inh: -6; APOBEC3G inh: -11; A3A deaminase: 0; MPTP block: -1.6

What do the screens show for `COc1ccc(Br)c(C(=O)Nc2cccc(S(=O)(=O)N3CCOCC3)c2)c1`?
hIAP block: -14; mIAP act: 1.1; GRIN3A LBD mod: 1; beta cell repl: -2; hIAP act: 1.1; mIAP inh: -5; APOBEC3G inh: -1; A3A deaminase: -4; MPTP block: -0.4

What do the screens show for `CCOC(=O)C1(Cc2ccccc2)CCN(Cc2csc(C(C)=O)c2)CC1`?
hIAP block: 4; mIAP act: 0.92; GRIN3A LBD mod: -1; beta cell repl: 2; hIAP act: 0.96; mIAP inh: 8; APOBEC3G inh: -1; A3A deaminase: 4; MPTP block: 2.3

Results for CCCOc1ccc(C(=O)NNC(=S)NC(=O)c2cc(-c3ccc(Cl)cc3)nc3ccccc23)cc1 ?
hIAP block: 3; mIAP act: 0.9; GRIN3A LBD mod: 14*; beta cell repl: -4; hIAP act: 0.97; mIAP inh: 10; APOBEC3G inh: 3; A3A deaminase: 0; MPTP block: 93*

Results for CCCn1c(SCC(=O)Nc2ccccc2N2CCCCC2)nc2c1c(=O)n(C)c(=O)n2C ?
hIAP block: -7; mIAP act: 0.93; GRIN3A LBD mod: -2; beta cell repl: -3; hIAP act: 1.1; mIAP inh: 7; APOBEC3G inh: -6; A3A deaminase: -5; MPTP block: 4.1

How did O=C(CSc1nc(C(F)(F)F)cc(=O)[nH]1)Nc1ccc2c(c1)OCCO2 do in these assays?
hIAP block: -11; mIAP act: 0.94; GRIN3A LBD mod: 3; beta cell repl: 4; hIAP act: 1.1; mIAP inh: 6; APOBEC3G inh: -8; A3A deaminase: -5; MPTP block: 0.3

Results for CCCC(=O)NNc1cc(=O)c2c(=O)n(C)c(=O)n(C)c2[nH]1 ?
hIAP block: 3; mIAP act: 0.95; GRIN3A LBD mod: 0; beta cell repl: 1; hIAP act: 0.97; mIAP inh: 5; APOBEC3G inh: -5; A3A deaminase: -2; MPTP block: -0.5

How did CCc1noc(C)c1C(=O)Nc1cc(Cl)ccc1N1CCOCC1 do in these assays?
hIAP block: 9; mIAP act: 0.96; GRIN3A LBD mod: 1; beta cell repl: 4; hIAP act: 0.91; mIAP inh: 4; APOBEC3G inh: -8; A3A deaminase: -2; MPTP block: 1.4

How did CCOc1ccc(N(CC(=O)NCc2ccccc2)C(=O)Cn2nnc(-c3ccc(C)o3)n2)cc1 do in these assays?
hIAP block: -7; mIAP act: 0.99; GRIN3A LBD mod: 0; beta cell repl: 2; hIAP act: 1.1; mIAP inh: 1; APOBEC3G inh: -10; A3A deaminase: -5; MPTP block: 0.9

How did Nc1c(S(=O)(=O)c2cccs2)c2nc3ccccc3nc2n1Cc1ccccc1 do in these assays?
hIAP block: 14; mIAP act: 0.94; GRIN3A LBD mod: 1; beta cell repl: 0; hIAP act: 0.86; mIAP inh: 6; APOBEC3G inh: -4; A3A deaminase: -1; MPTP block: 8.3

Results for Cc1ccc(N(CN2C(=O)C3C4CCC(C4)C3C2=O)C(=O)c2ccco2)cc1 (stereo unspecified) ?
hIAP block: 16; mIAP act: 0.95; GRIN3A LBD mod: 2; beta cell repl: 1; hIAP act: 0.84; mIAP inh: 5; APOBEC3G inh: -2; A3A deaminase: 0; MPTP block: 3.7

Results for Cc1ccccc1NC(=O)Cn1nc(-c2ccccc2)nc1-c1ccccc1 ?
hIAP block: -6; mIAP act: 1.2; GRIN3A LBD mod: -1; beta cell repl: 0; hIAP act: 1.1; mIAP inh: -21; APOBEC3G inh: -3; A3A deaminase: 1; MPTP block: -0.5

What do the screens show for `CCN(CC(=O)NCc1ccc(Cl)cc1)C(=O)/C=C/c1cc(OC)c(OC)c(OC)c1`?
hIAP block: 8; mIAP act: 0.94; GRIN3A LBD mod: -2; beta cell repl: -5; hIAP act: 0.92; mIAP inh: 6; APOBEC3G inh: -12; A3A deaminase: -4; MPTP block: 2.4

Results for Cc1ccc2nc(NC(=O)C3CCCN(S(=O)(=O)c4cnc[nH]4)C3)sc2c1 (stereo unspecified) ?
hIAP block: -12; mIAP act: 0.86; GRIN3A LBD mod: 5; beta cell repl: -2; hIAP act: 1.1; mIAP inh: 14; APOBEC3G inh: 1; A3A deaminase: 2; MPTP block: -1.1

What do the screens show for `O=C(O)CNC(=S)N(Cc1ccccc1Cl)C1CCCC1`?
hIAP block: -1; mIAP act: 1.1; GRIN3A LBD mod: 0; beta cell repl: 0; hIAP act: 1; mIAP inh: -10; APOBEC3G inh: -6; A3A deaminase: -4; MPTP block: -0.1

What do the screens show for `c1ccc(-c2csc(N3CCCCCC3)n2)cc1`?
hIAP block: -4; mIAP act: 0.92; GRIN3A LBD mod: 0; beta cell repl: -2; hIAP act: 1; mIAP inh: 8; APOBEC3G inh: -3; A3A deaminase: 1; MPTP block: 3.4

Results for C/C(=C/C=N/Nc1nc(N2CCCCC2)nc(N2CCCCC2)n1)c1ccccc1 ?
hIAP block: -8; mIAP act: 0.91; GRIN3A LBD mod: -2; beta cell repl: -6; hIAP act: 1.1; mIAP inh: 9; APOBEC3G inh: -4; A3A deaminase: 0; MPTP block: 2.3

Results for O=C(CSc1ccc(F)cc1)NC(=O)NCc1ccccc1 ?
hIAP block: -7; mIAP act: 1; GRIN3A LBD mod: 0; beta cell repl: -3; hIAP act: 1.1; mIAP inh: -4; APOBEC3G inh: -3; A3A deaminase: 2; MPTP block: 0.8

What do the screens show for `Cc1ccccc1OCC(=O)Nc1ccc2c(c1)Cc1ccccc1-2`?
hIAP block: 23; mIAP act: 1; GRIN3A LBD mod: -9; beta cell repl: -3; hIAP act: 0.77; mIAP inh: -2; APOBEC3G inh: -5; A3A deaminase: 0; MPTP block: 3.1

How did COc1ccc(C=NNc2ccc(S(=O)(=O)Nc3ccccc3C(=O)O)cc2[N+](=O)[O-])c(OC)c1 do in these assays?
hIAP block: 15; mIAP act: 0.76; GRIN3A LBD mod: 457*; beta cell repl: -4; hIAP act: 0.85; mIAP inh: 24; APOBEC3G inh: -3; A3A deaminase: 1; MPTP block: 41

What do the screens show for `O=C(O)CNC(=O)c1ccc(OC(F)F)cc1`?
hIAP block: 6; mIAP act: 0.96; GRIN3A LBD mod: -1; beta cell repl: -1; hIAP act: 0.94; mIAP inh: 4; APOBEC3G inh: -7; A3A deaminase: -3; MPTP block: -0.5

What do the screens show for `Cc1cc2c3c([nH]c2cc1S(=O)(=O)N1CCC2(CC1)OCCO2)CC(C)(C)CC3=O`?
hIAP block: -36; mIAP act: 1.1; GRIN3A LBD mod: 2; beta cell repl: 1; hIAP act: 1.4; mIAP inh: -13; APOBEC3G inh: -5; A3A deaminase: -4; MPTP block: 0.0

Results for O=C(c1cccs1)N1CCN(C23CC4CC(CC(C4)C2)C3)CC1 ?
hIAP block: 10; mIAP act: 0.97; GRIN3A LBD mod: 5; beta cell repl: 2; hIAP act: 0.91; mIAP inh: 2; APOBEC3G inh: -3; A3A deaminase: 4; MPTP block: 0.1

How did CC1(C)CC(NC(=O)c2cc(S(=O)(=O)N3CCOCC3)c(Cl)cc2Cl)CC(C)(C)N1 do in these assays?
hIAP block: 5; mIAP act: 1; GRIN3A LBD mod: 0; beta cell repl: -3; hIAP act: 0.95; mIAP inh: 0; APOBEC3G inh: -10; A3A deaminase: -3; MPTP block: 0.6

What do the screens show for `COc1cc(S(=O)(=O)Nc2ncn[nH]2)ccc1Cl`?
hIAP block: 0; mIAP act: 1.1; GRIN3A LBD mod: -1; beta cell repl: 1; hIAP act: 1; mIAP inh: -5; APOBEC3G inh: -8; A3A deaminase: 0; MPTP block: -1.7

What do the screens show for `CC(=O)c1ccc(NC(=O)/C(=C\c2ccccc2)NC(=O)/C=C/c2ccccc2)cc1`?
hIAP block: -20; mIAP act: 0.94; GRIN3A LBD mod: -2; beta cell repl: -2; hIAP act: 1.2; mIAP inh: 6; APOBEC3G inh: -4; A3A deaminase: -2; MPTP block: 2.6

Results for Cn1c(-c2ccccc2)cnc1SCC(=O)NCc1ccco1 ?
hIAP block: 5; mIAP act: 0.95; GRIN3A LBD mod: 0; beta cell repl: -1; hIAP act: 0.95; mIAP inh: 5; APOBEC3G inh: -4; A3A deaminase: -4; MPTP block: -0.3
